# Screening data (PubChem)
# C-LANA FP = blocks KSHV LANA C-terminal domain binding to DNA; inhibition, % at 9 µM; MBP-C-LANA/FAM-LBS DNA binding, fluorescence polarization; 340,000 compounds, 0.078% hits; AID 504423;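 active means highest replicate inhibition at or above 60% at 9 µM, even if other replicates fall short; inactive means all replicates below 60% inhibition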;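 further: 0% = neutral control wells and 100% = 4 µM acridine orange control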
# SR-BI HDL uptake = mouse SR-BI HDL lipid transfer inhibition | 320,000 compounds, 0.96% hits | ldlA[mSR-BI] CHO cells, DiI-HDL uptake fluorescence, 3 h | inhibition, % at 12.5 µM | Q61009;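 active means mean replicate inhibition of at least 70% and a set share of replicates each scoring 70 or more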;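 further: 0% = median of neutral control wells and 100% = median of positive control wells; values of inactives mirror those of a sister screen read the other way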
# PvdQ acylase = P. aeruginosa PvdQ acylase inhibition; purified PvdQ acylase, fluorescence plate reader; inhibition, % at 10 µM; 340,000 compounds, 0.063% hits; in the data active means inhibition above about 30%, passing the limit was not always enough;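 further: 0% = vehicle neutral wells and 100% = reference inhibitor wells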
# DAGLB inh = diacylglycerol lipase beta (human) inhibition | Q8NCG7 | HEK293T DAGLB membrane lysate, EnzChek fluorogenic substrate | inhibition, % at 5.17 µM | 340,000 compounds, 0.059% hits; in the data active means inhibition above about 34%;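 further: 0% = enzyme with vehicle and 100% = wells lacking enzyme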
# Target sequence (Q8NCG7 whole entry, looked up): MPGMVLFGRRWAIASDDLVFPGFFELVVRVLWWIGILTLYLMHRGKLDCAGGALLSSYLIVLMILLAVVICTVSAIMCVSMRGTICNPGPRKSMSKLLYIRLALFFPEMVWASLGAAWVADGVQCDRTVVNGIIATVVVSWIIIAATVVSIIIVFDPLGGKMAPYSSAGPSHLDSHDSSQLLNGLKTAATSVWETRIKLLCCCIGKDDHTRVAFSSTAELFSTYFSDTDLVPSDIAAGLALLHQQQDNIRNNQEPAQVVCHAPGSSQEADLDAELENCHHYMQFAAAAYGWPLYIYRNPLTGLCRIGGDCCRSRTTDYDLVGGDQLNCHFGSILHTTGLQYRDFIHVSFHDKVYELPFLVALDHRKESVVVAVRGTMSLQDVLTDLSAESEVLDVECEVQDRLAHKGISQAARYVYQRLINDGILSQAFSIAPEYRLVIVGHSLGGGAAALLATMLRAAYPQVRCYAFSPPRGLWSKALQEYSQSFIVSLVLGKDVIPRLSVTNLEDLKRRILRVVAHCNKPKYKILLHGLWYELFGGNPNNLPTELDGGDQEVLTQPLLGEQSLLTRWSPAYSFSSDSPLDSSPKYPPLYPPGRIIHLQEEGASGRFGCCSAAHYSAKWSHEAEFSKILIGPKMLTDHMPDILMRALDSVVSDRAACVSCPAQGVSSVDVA
# Keap1 Nrf2 FP = inhibitors of human Keap1-Nrf2 protein-protein interaction | 340,000 compounds, 0.15% hits | inhibition, % at 9.4 µM | Keap1 Kelch-Nrf2 peptide fluorescence polarization, 1536-well; in the data active means inhibition above about 12%;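 further: human Keap1 Kelch domain with fluorescein labeled Nrf2 9mer peptide probe; 0% = neutral control wells and 100% = peptide positive control; higher means more block of Keap1 binding to Nrf2 peptide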
# Cardiac RTF inh = cardiac RTF calcium desensitization | IANBD-labeled cardiac RTF, Ca2+ fluorescence | inhibition, % at 7.15 µM | 340,000 compounds, 0.12% hits;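 active means inhibition above the mean inhibition of all tested compounds plus 3 SD, cut at about 17% in these data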;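 further: assay run at fixed EC70 calcium of 1.6 mM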
# PKA-R2B activ = activators of human PKA-R2B complex. activation, % at 11.4 µM. 340,000 compounds, 0.079% hits. PKA-R2B holoenzyme dissociation, Cy5-IP20 fluorescence polarization; R2B truncated from residue 108, S112A mutant; 0% DMSO only, 100% 113 µM cGMP. P22694+P31323. AID 504700;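 active means activation above a cutoff set at the mean over all compounds plus 3 SD, cut at about 18% in these data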;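 further: higher means more holoenzyme dissociation and a rise in polarization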
# Target sequence (P31323 whole entry, looked up, other chains not shown, the tested form may be a part): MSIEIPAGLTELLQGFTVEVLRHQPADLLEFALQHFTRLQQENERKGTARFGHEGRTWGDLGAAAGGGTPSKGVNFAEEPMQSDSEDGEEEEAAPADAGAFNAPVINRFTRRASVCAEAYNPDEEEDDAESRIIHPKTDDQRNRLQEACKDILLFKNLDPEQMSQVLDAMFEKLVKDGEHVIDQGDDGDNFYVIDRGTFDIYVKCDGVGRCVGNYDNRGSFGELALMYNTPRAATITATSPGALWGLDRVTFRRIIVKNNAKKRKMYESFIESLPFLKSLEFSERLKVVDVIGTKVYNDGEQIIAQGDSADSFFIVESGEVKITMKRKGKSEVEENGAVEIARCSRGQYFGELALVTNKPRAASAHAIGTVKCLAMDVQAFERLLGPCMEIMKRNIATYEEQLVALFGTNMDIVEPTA
# Arrestin-AP2 inh = human beta-arrestin and AP2 interaction inhibition. FITC-arrestin peptide / GST-AP2 beads, flow cytometry; AP2 beta2 appendage carries R879A mutation. inhibition, % at 10 µM. 340,000 compounds, 0.31% hits;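 active means inhibition above a set limit, near 3 SD of compounds lacking own fluorescence, cut at about 54% in these data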;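 further: plate controls were DMSO wells for no effect and 5 µM unlabelled arrestin peptide for full effect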
#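 Assay system: GST-AP2 R879A bound to glutathione beads, E. coli-expressed; Medium: PBS with 0.05% Tween 20 and 0.1% BSA; Also added: fluorescein-tagged arrestin peptide at 50 nM final; Timing: 12 min plus 1 h, RT; Measured by: flow cytometry, FL1 (488/535 nm); Evaluation: percent drop in bead-associated FITC signal.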
# SR-BI uptake up = enhances SR-BI lipid uptake from DiI-HDL; activation, % at 12.5 µM; 320,000 compounds, 0.096% hits; CHO ldlA[mSR-BI] cells, DiI-HDL uptake fluorescence, 3 h; 100 = double the neutral-control signal; AID 504775;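 active means mean replicate activation of at least 60% and every replicate at or above 60%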;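 further: 0% = median plate neutral-control signal and 100% = twice that signal; values of inactives mirror those of a sister screen read the other way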
#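 Test system: SR-BI-overexpressing, LDLR-lacking CHO cells; Medium: Ham's F12 with 0.5% BSA, HEPES 25 mM, pH 7.4; Schedule: 3 h, 37 °C; Technique: bottom-read fluorescence, 550/595 nm.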
# NSD2 HMT inh = NSD2 (human) methyltransferase inhibition; O96028; NSD2 peptide methylation, AlphaScreen, 120 min; inhibition, % at 12.5 µM; 310,000 compounds, 0.54% hits; AID 743445; in the data active means inhibition above about 50%
# Active calls of the source: *; . = no result given.
SMILES,C-LANA FP,SR-BI HDL uptake,PvdQ acylase,DAGLB inh,Keap1 Nrf2 FP,Cardiac RTF inh,PKA-R2B activ,Arrestin-AP2 inh,SR-BI uptake up,NSD2 HMT inh
O=C1C=C(O)CC(c2ccc(Cl)cc2)C1 (configuration not stated),-1.1,-15,-6,4,-8,-5,-2,-2,15,.
Cc1ccc(C(=O)Nc2cccc(C(F)(F)F)c2)cc1NC(=O)c1[nH]cnc1C(N)=O,1.3,6,-5,-1,5,-11,-9,4,2,.
COc1ccccc1S(=O)(=O)N1CCC(C(=O)O)(c2ccccc2)CC1,1.9,-15,-4,1,0,7,-1,0,15,-3
Cc1c(NC(=O)c2cccs2)c(=O)n(-c2ccccc2)n1C,-0.2,-13,1,-3,2,0,-6,31,13,0
N#C/C(=C\c1cccnc1)C(=O)NC1CCCCC1,-7.4,-19,-8,-2,1,-32,1,16,19,2
Cn1c(SCC(N)=O)nnc1-c1ccc(C(C)(C)C)cc1,1.5,2,-6,3,-8,1,-8,-12,-2,-2
COCCn1c(SCc2ccc(F)cc2)nc2ccccc2c1=O,0.2,-7,-5,-8,-3,-2,7,0,7,-3
Cc1cccc2cc(C#N)c(SCC#N)nc12,0.5,5,-8,-1,5,-9,8,7,-5,-3
COc1cc(O)c(CCO)c2c1C(=O)C[C@@H](C)O2,2.4,-13,-14,-3,-3,0,-6,2,13,.
CCOC(=O)C1(CCc2ccccc2)CCN(C(=O)C2CCOCC2)CC1,-0.2,80*,3,1,-1,2,1,5,-80,10
COCCNC(=O)C(c1ccc(C)cc1)N(C(=O)C(=O)NC1CCCC1)c1ccc2c(c1)OCCO2 (configuration not stated),0.7,3,-7,0,-3,-4,-10,19,-3,-2
CSc1nn(-c2ccc(C(=O)OC(C(=O)NC(N)=O)C(C)C)cc2)c(=S)s1 (configuration not stated),0.7,25,-15,-2,-2,4,-8,-7,-25,2
Cc1ccc(S(=O)(=O)NC(C)(C)CSc2nnc(N)s2)cc1,1.3,5,-4,2,3,0,-9,-7,-5,-5
CCOCc1cc(CN2CCCC(CNC(=O)c3ccco3)C2)ccc1OC (configuration not stated),0.9,-19,-7,1,-4,-1,-4,-16,19,0
O=C(c1ccc2c(c1)OCCO2)C1CCN(S(=O)(=O)c2cccc(F)c2)CC1,0.2,-4,2,-1,1,2,-7,23,4,2

# One compound at a time, from the list above:
# Profile of `Cc1ccc(S(=O)(=O)NC(C)(C)CSc2nnc(N)s2)cc1` = C-LANA FP = 1.3; SR-BI HDL uptake = 5; PvdQ acylase = -4; DAGLB inh = 2; Keap1 Nrf2 FP = 3; Cardiac RTF inh = 0; PKA-R2B activ = -9; Arrestin-AP2 inh = -7; SR-BI uptake up = -5; NSD2 HMT inh = -5
# Profile of `CCOC(=O)C1(CCc2ccccc2)CCN(C(=O)C2CCOCC2)CC1` = C-LANA FP = -0.2; SR-BI HDL uptake = 80*; PvdQ acylase = 3; DAGLB inh = 1; Keap1 Nrf2 FP = -1; Cardiac RTF inh = 2; PKA-R2B activ = 1; Arrestin-AP2 inh = 5; SR-BI uptake up = -80; NSD2 HMT inh = 10

# (more compounds)
SMILES,C-LANA FP,SR-BI HDL uptake,PvdQ acylase,DAGLB inh,Keap1 Nrf2 FP,Cardiac RTF inh,PKA-R2B activ,Arrestin-AP2 inh,SR-BI uptake up,NSD2 HMT inh
Cc1ccc(NS(=O)(=O)c2ccc(-c3coc(C)n3)cc2)c(C)c1,0.6,-5,-22,0,-7,4,-1,1,5,-1
c1ccc(-c2n[nH]c3ccccc23)cc1,-0.8,.,-6,-1,-3,2,-2,4,.,1
Cc1cc(C)c(C)c(OCCOCCN2CCOCC2)c1,-0.8,3,2,1,3,7,-6,-8,-3,1
CN(C)S(=O)(=O)c1cccc(NC(=O)COC(=O)[C@H](Cc2ccccc2)NC(=O)c2ccco2)c1,-3.1,-8,-12,-2,4,1,0,-16,8,-1
Cc1ccc(C(=O)Nc2ccccc2C(=O)NC(Cc2ccccc2)C(=O)O)cc1 (configuration not stated),-0.3,11,-2,3,-4,-4,-10,-21,-11,1
COC(=O)c1ccccc1S(=O)(=O)N1CCC(C(=O)NCC2CCCO2)CC1 (configuration not stated),-0.2,-29,-14,2,-4,-10,-9,6,29,-5
COc1ccc(Cl)cc1NC(=O)CSC1=NN2CCCC(=O)N=C2S1,0.0,47,-13,-2,2,2,-6,-2,-47,-3
CCn1c(C)nnc1SCC(=O)Nc1ccc(N2CCOCC2)cc1,-0.1,-28,-7,2,-10,-5,-1,-1,28,8
O=C(CSc1nnc2c(Cl)cc(Cl)cn12)N1CCN(c2ccc(F)cc2)CC1,1.2,-10,-4,0,-8,7,-6,3,10,0
CC(C)CC(=O)N1CCN(C(=O)c2ccc(-c3ccccc3)cc2)CC1,-2.1,9,-18,-1,-3,-10,5,2,-9,0
COc1cccc(OC)c1C(=O)Nc1ccccc1NC(=O)c1c(OC)cccc1OC,-0.8,-27,-5,2,1,-4,0,4,27,-3
O=C(Cc1ccc(Cl)cc1)Nc1ccc(Br)cn1,0.3,1,-10,-7,-1,-3,-4,11,-1,-6
C(=N\NC1=NCCN1)/c1ccncc1,0.4,0,-17,0,-4,-12,7,-16,0,-6
O=C(CCC(=O)Nc1ccccc1Cl)NNS(=O)(=O)c1ccc(Cl)cc1,-0.1,-22,-6,2,-2,-5,1,30,22,1
CN1CCN(C(=O)C2=C[C@@H](c3csc4ccccc34)C[C@@H](OCc3ccc(CO)cc3)O2)CC1,1.1,-27,-9,-1,-4,2,-2,-9,27,.
Cc1cccc(NC(=S)NC(=O)Cc2ccccc2)c1C,0.3,-41,0,-5,-2,-2,-14,16,41,-4
CCN1CCN(C(=O)C(Cc2ccccc2)NC(=O)c2ccc(Cl)c(S(=O)(=O)N(C)C)c2)CC1 (configuration not stated),1.5,12,-15,-1,-4,-3,-8,-4,-12,9
CC1=CC2=NC(=O)/C(=C\c3cc(C)n(-c4cccc(Cl)c4)c3C)C(=N)N2O1,-0.1,1,5,-11,-2,-11,3,7,-1,-6
Oc1ccccc1CNc1ccc2c(c1)OCCO2,1.2,-11,-6,2,-6,-10,2,20,11,1
COc1ccc(C2c3ccc(O)cc3Oc3ncn(Cc4ccccc4)c(=N)c32)cc1OC (configuration not stated),9.5,.,-7,-1,-2,-60,15,24,.,8
CC(Oc1ccccc1)C(=O)Nc1ccc(S(=O)(=O)NCC2CCCO2)cc1 (configuration not stated),0.4,24,-18,-4,-2,-1,3,9,-24,0
CCCn1c(S(=O)(=O)O)nc2ccccc21,-9.6,-13,5,0,-1,1,-2,-22,13,-17
CCCNC(=O)CC1Sc2ccccc2NC1=O (configuration not stated),-1.3,-13,-10,1,-2,-7,0,-1,13,1
CCCCCNC(=O)c1ccccc1SC,1.5,-5,2,3,-4,-3,7,6,5,0
CCOCCCn1c(=NC(=O)c2ccco2)c(C(=O)OCC)cc2c(=O)n3cccc(C)c3nc21,0.3,15,-14,0,-4,1,1,5,-15,-2
CN(C(=O)CCc1nnc(CCCCc2ccccc2)o1)C1CCOCC1,0.6,-18,-12,-1,1,-14,-6,6,18,2
CN(C#N)c1nc(N2CCOCC2)nc(N2CCOCC2)n1,-0.3,5,9,4,-4,-2,-8,19,-5,8
COC(=O)Nc1ccc(OC)c(OC)c1,1.4,0,6,2,-3,3,-1,7,0,33
COc1ccccc1C(=O)N/C(=C\c1ccc(Br)cc1)C(=O)NCCCO,1.3,8,-1,-2,4,4,-9,8,-8,-1
CCCCN(C)C(=O)C1CCN(C/C(C)=C/c2ccccc2)CC1,-1.0,-43,-17,-1,-5,-1,-13,-8,43,0
O=C(O)c1ccccc1SCC(=O)N1CCCCC1,-1.0,6,0,-2,0,-5,-1,18,-6,6
O=C(/C=C/c1cccc(Cl)c1)Nn1c(-c2cccs2)nc2ccccc2c1=O,1.1,-25,-9,-3,-2,-10,-8,1,25,0
CCOC(=O)c1ccc(NS(=O)C23CC4CC(CC(C4)C2)C3)cc1 (configuration not stated),-0.4,-5,-12,-5,-4,-4,-9,11,5,-1
CCOC(=O)c1ccc(NC(=O)CSc2nnc(CCc3ccc(C)o3)n2-c2ccccc2)cc1,-0.6,68,-11,-4,-4,-5,-7,29,-68,.
CCOc1ccc(N2C(=O)CC(NC3CCN(C(=O)c4cccs4)CC3)C2=O)cc1 (configuration not stated),0.7,-8,-16,2,-1,-3,-4,30,.,-1
CN(CCC(=O)Nc1ccc2c(c1)OCO2)Cc1ccccc1,-1.8,6,-3,-1,4,3,8,-6,-6,4
Cc1ccc(N(CC(=O)Nc2ccc3c(c2)OCCO3)S(=O)(=O)c2c(C)n[nH]c2C)cc1,-1.3,8,5,5,2,-5,-10,6,-8,.
COc1ccccc1C1CC(=O)NC(C)=C1C(=O)OCC1CCCO1 (configuration not stated),-1.6,-11,-10,0,-1,-9,2,2,11,-1
O=C(O)c1ccc(Oc2cccc([N+](=O)[O-])c2)cc1C(=O)O,2.2,-4,-12,-5,-8,-9,5,0,4,1

# Of the compounds above, nine have an aryl methoxy group.
SMILES,C-LANA FP,SR-BI HDL uptake,PvdQ acylase,DAGLB inh,Keap1 Nrf2 FP,Cardiac RTF inh,PKA-R2B activ,Arrestin-AP2 inh,SR-BI uptake up,NSD2 HMT inh
COc1ccccc1S(=O)(=O)N1CCC(C(=O)O)(c2ccccc2)CC1,1.9,-15,-4,1,0,7,-1,0,15,-3
COc1cc(O)c(CCO)c2c1C(=O)C[C@@H](C)O2,2.4,-13,-14,-3,-3,0,-6,2,13,.
CCOCc1cc(CN2CCCC(CNC(=O)c3ccco3)C2)ccc1OC (configuration not stated),0.9,-19,-7,1,-4,-1,-4,-16,19,0
COc1ccc(Cl)cc1NC(=O)CSC1=NN2CCCC(=O)N=C2S1,0.0,47,-13,-2,2,2,-6,-2,-47,-3
COc1cccc(OC)c1C(=O)Nc1ccccc1NC(=O)c1c(OC)cccc1OC,-0.8,-27,-5,2,1,-4,0,4,27,-3
COc1ccc(C2c3ccc(O)cc3Oc3ncn(Cc4ccccc4)c(=N)c32)cc1OC (configuration not stated),9.5,.,-7,-1,-2,-60,15,24,.,8
COC(=O)Nc1ccc(OC)c(OC)c1,1.4,0,6,2,-3,3,-1,7,0,33
COc1ccccc1C(=O)N/C(=C\c1ccc(Br)cc1)C(=O)NCCCO,1.3,8,-1,-2,4,4,-9,8,-8,-1
COc1ccccc1C1CC(=O)NC(C)=C1C(=O)OCC1CCCO1 (configuration not stated),-1.6,-11,-10,0,-1,-9,2,2,11,-1
